# DAX1 inh-1 – DAX1 (NR0B1) inhibitors, primary screen, cell-based, HEK293, Gal4-DAX1, luciferase luminescence; inhibition, % at 6.75 µM; hit rate 0.99% among 340,000; Nuclear receptor subfamily 0 group B member 1 (Homo sapiens), P51843; HEK293 Gal4-DAX1 luciferase reporter; AID 504766, 2011;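 active = inhibition above the mean over all tested compounds plus 3 SD, cut at about 4.2% in these data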;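 note: 0% = DAX1-transfected cells with DMSO and 100% = empty-vector control cells with DMSO; inhibition shows as a rise in luminescence from relieved DAX1 repression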
# Target sequence (P51843 207-470 limits assumed): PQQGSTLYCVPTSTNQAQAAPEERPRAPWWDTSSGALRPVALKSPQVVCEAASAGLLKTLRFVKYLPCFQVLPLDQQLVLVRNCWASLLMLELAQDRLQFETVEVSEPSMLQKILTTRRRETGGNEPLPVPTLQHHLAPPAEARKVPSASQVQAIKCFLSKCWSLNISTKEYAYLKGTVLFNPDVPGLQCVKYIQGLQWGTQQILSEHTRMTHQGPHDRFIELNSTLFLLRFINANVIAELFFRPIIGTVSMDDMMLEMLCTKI
# hgDAF-12 ag – H. glycines DAF-12 receptor agonists, primary screen, cell-based, luminescence, HEK293, GAL4 fusion, UAS-luciferase. Nuclear hormone receptor DAF-12 (Heterodera glycines), GAL4 fusion. HEK293 GAL4-hgDAF12 UAS-luciferase reporter, agonist luminescence; normalized to butyrate control. activation, % at 6.8 µM. hit rate 1.8% among 370,000. AID 687014, 2013;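 active = activation above a cutoff set at the mean of all screened compounds plus 3 SD, cut at about 10% in these data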;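 note: 0% = DMSO wells and 100% = sodium butyrate wells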
# HGIII-sPLA2 inh – human group III sPLA2 inhibitors, primary screen, biochemical, QFRET, BODIPY PC-A2 liposome substrate | Group 3 secretory phospholipase A2 (Homo sapiens), Q9NZ20 | hit rate 0.56% among 370,000 | inhibition, % at 12.2 µM | AID 743126, 2013 | QFRET BODIPY PC-A2 liposome hydrolysis, fluorescence;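 active = inhibition above mean plus 3 SD of compounds lying within the high and low control bounds, cut at about 19% in these data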;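 note: 0% = median of test compound wells and 100% = no enzyme DMSO wells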
# ssDAF12 agonist – S. stercoralis DAF-12 nuclear receptor activators, primary screen, cell-based, luminescence, HEK293, GRIP1 co-expression, lit1-tk-luc; AID 652126, 2013; Nuclear hormone receptor DAF-12 (Strongyloides stercoralis); HEK293 ssDAF-12/GRIP1 lit1-tk-luc reporter; % of 3 µM dafachronic acid response; hit rate 1% among 370,000; activation, % at 6.8 µM;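 active = activation above the mean over all tested compounds plus 3 SD, cut at about 0.9% in these data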;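 note: 0% = DMSO-only wells and 100% = 3 µM delta7-dafachronic acid wells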
# ADAM10 inh – human ADAM10 inhibitors, primary screen, biochemical, QFRET, HTS; Disintegrin and metalloproteinase domain-containing protein 10 (Homo sapiens), O14672; recombinant ADAM10, EDANS/DABCYL FRET peptide cleavage, 3 h; inhibition, % at 7 µM; hit rate 0.62% among 370,000;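 active = inhibition above a per-campaign cutoff equal to the mean of compounds falling between control-based bounds plus 3 SD, cut at about 20% in these data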;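 note: 0% = DMSO wells while the 100% control is not disclosed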
# Target sequence (O14672 214-748 limits assumed): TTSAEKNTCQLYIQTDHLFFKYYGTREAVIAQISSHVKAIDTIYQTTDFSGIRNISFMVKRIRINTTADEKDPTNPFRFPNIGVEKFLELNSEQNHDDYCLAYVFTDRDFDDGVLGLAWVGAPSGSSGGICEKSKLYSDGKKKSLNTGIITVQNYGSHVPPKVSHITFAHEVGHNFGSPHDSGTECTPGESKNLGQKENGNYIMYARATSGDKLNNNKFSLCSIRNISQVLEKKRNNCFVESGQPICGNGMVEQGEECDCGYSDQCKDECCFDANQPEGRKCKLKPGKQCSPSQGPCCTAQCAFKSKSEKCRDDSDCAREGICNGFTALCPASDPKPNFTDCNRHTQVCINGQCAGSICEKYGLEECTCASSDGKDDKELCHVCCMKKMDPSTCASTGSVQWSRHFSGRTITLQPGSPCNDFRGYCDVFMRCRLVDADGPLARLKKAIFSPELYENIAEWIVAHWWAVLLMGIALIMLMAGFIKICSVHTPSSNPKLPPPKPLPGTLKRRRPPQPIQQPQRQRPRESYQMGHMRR
# FXN GAA850 act – FXN promoter activators, primary screen, cell-based, luciferase luminescence, HEK293 lucGAA850. HEK293 lucGAA850 FXN promoter luciferase reporter, 24 h; percent of 10 µM SAHA response. activation, % at 6 µM. hit rate 0.56% among 360,000. AID 540364, 2011;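 active = activation above the average of all compounds screened plus 3 SD, cutoff fixed separately per campaign, cut at about 7.5% in these data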;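 note: 0% = DMSO wells and 100% = 10 µM SAHA wells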
# ADAM17 inh – ADAM17 inhibitors, primary screen, biochemical, QFRET; hit rate 0.83% among 370,000; recombinant ADAM17, EDANS/DABCYL FRET peptide cleavage; inhibition, % at 6.95 µM;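 active = inhibition above the mean of compounds lying between control limits plus 3 SD, set per campaign, cut at about 8.5% in these data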;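 note: 0% = DMSO-only wells as the low control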
# DAX1 inh-2 – DAX1 (NR0B1) inhibitors on StAR promoter, primary screen, cell-based, luminescence, SF-1 (NR5A1), full-length DAX-1. HEK293T StAR-luciferase reporter, SF-1/DAX-1 repression relief. inhibition, % at 6.8 µM. hit rate 1.1% among 370,000. AID 652010, 2013;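 active = inhibition above the mean over all tested compounds plus 3 SD, cut at about 3.6% in these data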;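 note: 0% = DAX-1 cells with DMSO and 100% = cells lacking DAX-1 with DMSO; higher inhibition means more luminescence from relief of DAX-1 repression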
# PLC-beta3 inh – human PLC-beta3 inhibitors, primary screen, biochemical, fluorescence; hit rate 0.18% among 370,000; 1-phosphatidylinositol 4,5-bisphosphate phosphodiesterase beta-3 (Homo sapiens), Q01970; Purified PLC-beta3, fluorogenic substrate; inhibition, % at 12.2 µM; AID 720704, 2013; in the data active = inhibition above about 11%;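 note: 0% = median of compound wells on plate and 100% = full blocker control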
# hcDAF-12 act – H. contortus DAF-12 nuclear receptor activators, primary screen, cell-based, luminescence, HEK293, lit1-tk-luc reporter | hit rate 1.4% among 370,000 | activation, % at 6.8 µM | HEK293 hcDAF-12 lit1-tk-luc reporter; 0% DMSO, 100% Δ7-dafachronic acid;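 active = activation above the mean of all tested compounds plus 3 SD, cut at about 5.5% in these data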;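 note: 100% = response to 3 µM Δ7-dafachronic acid high control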
# PLC-gamma1 inh – PLC-gamma1 enzyme inhibitors, primary screen, biochemical, fluorescence, purified enzyme | 1-phosphatidylinositol 4,5-bisphosphate phosphodiesterase gamma-1 (Homo sapiens), P19174 | fluorogenic substrate | inhibition, % at 12.2 µM | hit rate 0.84% among 370,000; in the data active = inhibition above about 9.5%
# Numbers without * were called inactive; i = inactive; · = no result given.
# Value order – ssDAF12 agonist	PLC-gamma1 inh	hcDAF-12 act	DAX1 inh-2	PLC-beta3 inh	FXN GAA850 act	ADAM10 inh	ADAM17 inh	DAX1 inh-1	hgDAF-12 ag	HGIII-sPLA2 inh
1: CC(C)CC(C)c1cc(N)nc2nc3ccccc3n12 (stereo unspecified)
→ -1.4	-171.1	-2.6	-0.8	-209.4	1.2	-73.3	-21.6	0.5	-3.6	1.0
2: CN1C(=O)[C@H]2[C@@H](c3ccccc3)N[C@]3(CCCN(Cc4ccco4)C3=O)[C@H]2C1=O
→ -0.5	-2.5	-1.6	0.6	-3.8	0.7	-15.3	-1.2	2.8	-0.8	10.9
3: Cn1nc(N)c2ncc(C(Cl)(Cl)Cl)nc21
→ -0.9	2.5	0.4	0.1	2.3	2.3	-15.5	-6.3	0.9	-0.8	10.1
4: CC(NC1=CC(=O)c2cccnc2C1=O)C(O)c1ccccc1 (stereo unspecified)
→ 0.2	-26.7	0.2	-3.2	-46.5	4.7	-96.2	-26.7	-1.5	-7.2	5.1
5: S=C(NN=Cc1ccccn1)N(Cc1ccccn1)Cc1ccccn1
→ 1.0*	-19.4	2.7	0.8	-28.6	6.1	-142.6	-46.9	-4.0	4.6	-2.0
6: O=C(Nc1ccc(C(=O)N2CCOCC2)cc1)C1CCCC1
→ -1.1	-1.9	-0.1	0.4	-1.0	-0.5	-4.8	-3.6	0.6	3.1	-3.9
7: CCOC(=O)c1c(-c2cccs2)csc1NC(=O)CN(CC)CC
→ -1.8	6.7	-2.9	-0.3	1.5	-0.9	9.5	6.4	-0.3	-1.1	-11.8
8: CCOC(=O)CNc1nc(C(C)(C)C)nc2c1nnn2Cc1ccccc1
→ -0.8	-0.6	-0.6	-0.5	-0.6	2.6	9.2	6.1	-0.2	-2.1	-20.6
9: Cc1ccc(-c2nn(C)c(=O)c3ccccc23)cc1S(=O)(=O)N1CCCC1
→ -1.2	1.2	-2.6	-1.3	-2.2	3.1	-21.0	-0.4	-0.9	-1.1	8.7
10: CCOC(=O)Cc1csc(NC(=O)CN2CCCCC2)n1
→ -1.3	3.8	3.4	0.3	-2.3	2.6	12.8	-0.4	-0.7	0.8	3.0
11: CCC(Oc1cc(Cl)ccc1Cl)C(=O)NNC(=O)CCC(=O)O (stereo unspecified)
→ -1.1	0.4	0.7	1.5	-0.1	-5.3	8.3	1.3	0.0	1.6	0.1
12: C#CCOCCOCCOCCNc1nc(N2CCN(C(=O)[C@H](CCC(=O)O)n3cc(C(N)[C@H](C)CC)nn3)CC2)nc(N2CCN(C(=O)[C@H](CCC(=O)O)n3cc(C(N)[C@H](C)CC)nn3)CC2)n1 (stereo partly specified)
→ -0.7	2.1	0.2	0.1	-4.6	-0.9	-4.1	-1.8	-1.1	-0.7	5.5
13: CS/C(N)=N/N=C/c1ccc2c(c1)OCO2
→ -1.9	2.1	5.2	1.1	-3.4	4.6	7.9	3.3	1.5	6.0	-0.3
14: COc1ccc(C(O)c2ncc(-c3ccc4ccccc4c3)[nH]2)cc1F (stereo unspecified)
→ -1.6	-20.4	-0.1	0.7	-28.8	-0.5	-37.6	-8.7	·	2.5	-6.5
15: COc1ccc(Cn2ccc3ccc(-c4ccc5ccn(Cc6ccc(F)cc6)c5c4)cc32)cc1
→ -0.6	-76.6	4.0	-1.0	-107.2	·	-79.2	-27.5	·	1.8	7.4
16: Cc1cc(NC(=O)CSc2nnc(NC(=O)C3CC(=O)N(c4ccccc4)C3)s2)no1 (stereo unspecified)
→ -1.1	-3.5	-2.8	0.0	0.2	-0.3	-3.7	-1.7	-0.8	0.5	0.6
17: COc1cc(OC)c2ccc(=O)oc2c1
→ -1.6	i	1.1	-1.3	i	0.7	i	i	0.1	1.4	-0.5
18: COc1ncccc1-c1cc2nc(NCCCN(C)C)n(C)c(=O)c2s1
→ -1.2	-9.4	-2.2	0.1	-17.0	0.8	-90.1	-25.1	·	1.6	-6.2
19: O=C(CCn1cnnn1)Nc1ccc(F)cc1
→ -0.8	2.2	2.4	0.8	1.6	2.5	4.1	2.7	2.8	0.6	0.6
20: Cc1cc(C)n2c(SCCN3C(=O)c4ccccc4C3=O)nnc2n1
→ -1.2	0.7	1.6	0.7	1.8	-0.5	-11.0	-1.9	-0.6	1.0	2.4
21: NC1=NC[C@H](c2ccccc2)N1CCc1cc(C(F)(F)F)cc(C(F)(F)F)c1
→ -0.5	-5.2	-1.6	-0.6	-0.8	-2.4	0.5	-1.8	1.0	1.1	2.4
22: Cc1ccc(C)c(NC(=S)NNc2ccc(F)cc2F)c1
→ -0.1	-0.3	1.1	0.0	-4.1	2.7	4.1	3.3	-0.8	-0.2	13.8
23: CCc1ccc(C(=O)NCc2ccc(Cl)cc2Cl)cc1
→ -0.7	8.1	0.7	0.3	6.2	3.1	6.4	4.6	-0.8	1.3	-2.0
24: NS(=O)(=O)c1ccc(CCNC(=O)Cc2ccccc2[N+](=O)[O-])cc1
→ -0.3	1.6	2.9	-0.3	-1.8	-0.2	3.6	-1.2	-0.1	-2.7	2.6
25: COc1ccccc1-c1coc2cc(O)cc(O)c2c1=O
→ -0.7	-2.0	-0.8	0.3	0.1	-1.1	-8.4	-2.6	-0.3	4.5	1.4
26: C=CCN(C(=O)c1ccc2snnc2c1)c1ccccc1
→ -1.5	-0.9	-0.8	0.5	-14.8	3.7	-3.5	-4.0	0.6	-1.4	4.3
27: COCCn1c(SCC(N)=O)nnc1-c1c[nH]c2ccccc12
→ -1.4	1.4	0.9	0.3	2.0	-0.7	-8.0	-2.0	-0.9	1.5	1.5
28: Cn1nc([N+](=O)[O-])nc1Oc1ccccc1F
→ -1.6	-1.3	-2.6	0.0	-5.2	-0.3	3.1	-3.2	-0.8	1.1	-0.4
29: Cc1cc(C)n(-c2nc(SCCN3CCOCC3)c3c4c(sc3n2)CCCC4)n1
→ -0.2	-3.3	2.3	0.2	-15.8	0.5	-17.9	-12.1	2.3	0.5	11.7
30: CN(C(=O)NC1CCCCC1)c1ccccc1
→ -1.1	-0.2	-1.6	1.0	1.5	1.3	3.7	0.9	2.0	-1.1	2.9
31: Cc1ccc(Cl)c2c1NC(=O)C2(O)CC(=O)c1ccccc1O (stereo unspecified)
→ -0.1	0.2	0.6	0.4	-0.5	0.1	7.3	3.1	-0.5	-3.0	5.0
32: COc1cccc(C(=O)n2ccc3ccc(-c4ccc5ccn(C(=O)c6cccc(OC)c6)c5c4)cc32)c1
→ -0.5	-10.9	0.3	-0.7	-14.7	·	-3.8	-1.1	·	0.5	-4.5
33: Cc1cc(C)c(OCC(=O)NCCCn2nc(C)cc2C)c(C)c1
→ -1.2	1.8	0.7	0.1	-3.2	-0.7	-9.4	-3.7	-0.1	0.5	-6.2
34: CCOc1ccc(OCc2ccc(C(=O)NC(C)(C)C)o2)cc1
→ -1.6	-2.7	-3.4	-0.6	-9.0	3.8	-5.0	-7.6	-1.5	-2.4	-3.4
35: O=C(Oc1ccc(N(C(=O)c2ccncc2)S(=O)(=O)c2ccc(Cl)cc2)cc1)c1ccncc1
→ -1.9	-1.7	-1.3	-0.5	0.6	1.0	-1.1	-0.6	-0.6	1.9	-26.1
36: CC1(c2cc(F)ccc2F)NC(=O)N(CC(=O)Nc2cccc(S(=O)(=O)N3CCCC3)c2)C1=O (stereo unspecified)
→ -1.3	-0.5	-1.4	-0.1	-2.4	0.9	1.5	1.8	-0.4	-1.8	-10.0
37: Nc1ccn(CCCNCC(c2ccccc2)c2ccccc2)c(=O)n1
→ -1.1	1.8	1.6	-0.4	2.0	-1.5	-11.3	-1.6	-0.2	1.3	3.9
38: C=CCN1C(=O)C(Cc2ccc(Br)cc2)S/C1=N\N=C\c1ccco1 (stereo unspecified)
→ -1.5	2.7	-0.4	-0.2	-0.1	5.1	4.1	0.6	0.3	-1.4	-3.5
39: Nc1nc(-c2ccc(Cl)cc2)nc(-c2ccc(Cl)cc2)n1
→ -0.1	2.5	2.5	0.9	-7.2	-0.6	3.0	-4.1	-2.5	-0.8	4.5
40: COc1ccccc1OCCNC(=O)c1ccccc1OCc1c(C)noc1C
→ -1.8	-2.5	-0.6	-0.8	1.0	1.4	-0.8	3.2	-0.5	1.1	-2.0
41: CC(C)c1cc(C(=O)N2CCCC(N3CCN(c4ccccc4F)CC3)C2)nc(N)n1 (stereo unspecified)
→ -0.9	-9.0	-0.1	-0.2	-19.5	4.4	-15.8	-5.2	-0.5	-0.4	3.0
42: CCOCCn1c(SCC)nc2c1c(=O)[nH]c(=O)n2C
→ -0.7	0.8	-1.5	0.0	2.0	0.6	-2.2	-1.6	-0.4	-0.9	2.9
43: O=C(Nc1ccc(NC(=O)c2cccs2)cc1)c1cccnc1
→ -1.0	-0.1	0.0	-0.4	-5.3	-0.8	-2.2	-4.4	-1.3	-0.3	6.7
44: Cc1ccc(C(=O)c2cnc3cc4c(cc3c2S(=O)(=O)c2ccccc2)OCCO4)cc1
→ -1.2	-61.6	2.1	-0.6	-58.8	0.0	-63.9	-18.1	-1.4	5.2	13.6
45: O=C1CC(SCc2nc3ccccc3[nH]2)C(=O)N1c1cccc(Cl)c1 (stereo unspecified)
→ 0.0	-152.8	0.9	0.3	-152.8	-0.3	-123.2	-36.2	0.2	0.2	-9.4
46: COc1ccc(S(=O)(=O)NC(C)C(=O)Nc2ccccc2F)cc1 (stereo unspecified)
→ -1.0	-0.6	-0.2	0.0	-0.8	-1.9	-2.3	0.1	-1.3	1.4	0.6
47: Oc1oc(-c2ccccc2)nc1C=NCc1ccccc1
→ -0.7	7.6	1.1	2.0	4.7	4.4	11.8	4.5	1.7	2.8	-9.0
48: Cc1ccc(S(=O)(=O)c2cccc(S(=O)(=O)N3CCCC3)c2)cc1S(=O)(=O)N1CCCC1
→ -2.4	9.9*	-4.0	-3.1	13.9*	-1.4	29.4*	17.1*	-2.7	-5.8	-24.6

# Screens as filed in PubChem.
